Compound activity: PubChem, The Scripps Research Institute Molecular Screening Center
ARFGAP1 inh: rat ARFGAP1 inhibition | AID 651572 | Arfgap1-stimulated ARF1 GTP hydrolysis, GDP FP detection | Q62848 | actives 0.26% (n = 360,000) | inhibition, % at 16.5 µM;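 active means inhibition above a per-plate limit, mean inhibition of low control wells plus 3 SD, cut at about 25% in these data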;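 further: 0% = DMSO wells with enzyme and 100% = wells lacking Arfgap1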
Target sequence (Q62848 1-136 limits assumed): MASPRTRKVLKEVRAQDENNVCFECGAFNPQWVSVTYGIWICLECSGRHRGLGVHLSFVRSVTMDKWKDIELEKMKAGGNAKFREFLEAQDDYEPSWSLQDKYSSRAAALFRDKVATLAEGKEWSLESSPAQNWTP
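system = rat Arfgap1 catalytic domain, aa 1-136 | technique = FP, GDP Alexa 633 tracer displaced from anti-GDP antibody, 620/688 nm | compound = one concentration, 16.5 µM, DMSO 1.26% | medium = HEPES-based buffer, pH 7.5 | timing = compound-enzyme preincubation 20 min, reaction 120 min, detection 60 min, 25 °C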
ASAP1 GAP inh: blocks human ASAP1-stimulated Arf1 GTP hydrolysis; inhibition, % at 16.5 µM; actives 0.19% (n = 360,000); GDP FP detection; Q9ULH1; in the data active means inhibition above about 25%;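 further: 0% = vehicle with enzyme and substrate and 100% = no enzyme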
ADAM10 inh: inhibits human ADAM10; AID 720582; actives 0.62% (n = 370,000); recombinant ADAM10, EDANS/DABCYL FRET peptide cleavage, 3 h; inhibition, % at 7 µM; O14672;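 active means inhibition above a per-campaign cutoff equal to the mean of compounds falling between control-based bounds plus 3 SD, cut at about 20% in these data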;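 further: 0% = DMSO wells while the 100% control is not disclosed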
PLCg1 inh: PLC-gamma1 (human) inhibition, primary screen. purified PLC-gamma1, fluorogenic substrate, fluorescence. AID 720700. actives 0.84% (n = 370,000). inhibition, % at 12.2 µM. P19174; in the data active means inhibition above about 9.5%
proKLK7 act: activates the human kallikrein-7 zymogen; P49862; purified proKLK7, EDANS-DABCYL substrate fluorescence; 100% is mature enzyme control, 0% vehicle; activation, % at 7 µM; actives 0.9% (n = 370,000); AID 652039;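 active means activation above the mean of all tested compounds plus 3 SD, computed per campaign excluding outliers beyond control limits, cut at about 13% in these data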
Tn6 DDE FP: disrupts Tn6 cyclic peptide binding to fibrin D-Dimer-E complex. P02675. actives 0.21% (n = 370,000). Fibrin DD(E) TRITC-Tn6 fluorescence polarization displacement. AID 720509. inhibition, % at 8.3 µM;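 active means inhibition above a per-campaign cutoff: mean of compounds within control limits plus 3 SD, cut at about 15% in these data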;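 further: 0% = median of all compound wells on the plate and 100% = blocking peptide control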
Target sequence (P02675 whole entry, looked up): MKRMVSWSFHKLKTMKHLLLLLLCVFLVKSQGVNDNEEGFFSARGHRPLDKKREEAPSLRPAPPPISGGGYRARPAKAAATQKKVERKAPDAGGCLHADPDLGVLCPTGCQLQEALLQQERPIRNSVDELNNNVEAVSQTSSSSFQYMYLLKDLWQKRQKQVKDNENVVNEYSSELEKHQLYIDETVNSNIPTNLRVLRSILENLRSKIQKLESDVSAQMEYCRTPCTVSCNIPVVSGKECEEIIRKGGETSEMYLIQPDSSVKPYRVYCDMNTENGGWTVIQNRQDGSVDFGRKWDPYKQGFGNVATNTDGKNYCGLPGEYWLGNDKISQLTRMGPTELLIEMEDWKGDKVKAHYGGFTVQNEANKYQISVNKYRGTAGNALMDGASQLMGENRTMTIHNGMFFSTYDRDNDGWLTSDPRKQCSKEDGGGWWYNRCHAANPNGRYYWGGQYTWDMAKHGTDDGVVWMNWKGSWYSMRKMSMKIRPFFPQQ
Tn7 DDE FP: disrupts Tn7 cyclic peptide binding to fibrin D-Dimer-E complex; FP displacement of FITC-Tn7 peptide from fibrin DD(E); 0% = median of compound wells per plate; inhibition, % at 8.3 µM; actives 0.13% (n = 370,000); AID 720508;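 active means inhibition above the mean of compounds falling within the control limits plus 3 SD of them, cut at about 14% in these data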;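 further: 0% = plate median of compound wells and 100% = 10 µM Aha-Tn7 peptide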
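Assay system: human fibrin DD(E) protein / Input: 2 µM fibrin DD(E) / Benchmarks: high control of 10 µM Aha-Tn7 peptide / Measured by: fluorescence polarization of the labelled Tn7 tracer / Medium: Tris buffer with calcium and detergent, pH 7.8 / Timing: 10 min compound pre-incubation, 3 h probe incubation at room temperature / Repeats: one replicate per compound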
LEDGF integ inh: blocks HIV-1 LEDGF/p75-dependent DNA integration | TR-FRET IN-LEDGF/p75 DNA integration, Eu/Cy5 | actives 0.64% (n = 370,000) | AID 743269 | inhibition, % at 3.7 µM;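 active means inhibition above the screen-wide mean plus 3 SD, cut at about 13% in these data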;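 further: signal is the Cy5 over europium emission ratio at 671 and 618 nm; 0% = plate median of compound wells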
ADAM17 inh: inhibitors of human ADAM17; P78536; recombinant ADAM17, EDANS/DABCYL FRET peptide cleavage; inhibition, % at 6.95 µM; actives 0.83% (n = 370,000);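 active means inhibition above the mean of compounds lying between control limits plus 3 SD, set per campaign, cut at about 8.5% in these data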;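 further: 0% = DMSO-only wells as the low control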
TDP2 absorb: TDP2 (human) inhibition, absorbance primary screen; O95551; recombinant TDP2, T5PNP hydrolysis, p-nitrophenol absorbance 415 nm; inhibition, % at 12.8 µM; actives 0.34% (n = 370,000);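 active means inhibition above the mean of all tested compounds plus 3 SD, set per campaign, cut at about 25% in these data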;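 further: 0% = DMSO with enzyme and 100% = buffer with substrate but no TDP2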
Target sequence (O95551 whole entry, looked up): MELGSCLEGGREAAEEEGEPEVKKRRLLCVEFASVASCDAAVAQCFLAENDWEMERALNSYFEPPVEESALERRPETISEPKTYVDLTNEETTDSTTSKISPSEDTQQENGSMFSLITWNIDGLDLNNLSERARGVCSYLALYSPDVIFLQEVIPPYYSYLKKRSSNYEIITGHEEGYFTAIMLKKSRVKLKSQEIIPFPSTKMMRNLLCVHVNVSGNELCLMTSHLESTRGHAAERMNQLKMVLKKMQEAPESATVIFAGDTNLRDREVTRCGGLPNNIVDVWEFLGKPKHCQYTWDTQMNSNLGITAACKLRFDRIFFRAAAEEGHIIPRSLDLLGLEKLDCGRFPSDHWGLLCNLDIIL
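System – recombinant human TDP2 · Amount – 120 nM TDP2 per well · Buffer or medium – Mg2+-containing Tris-HCl buffer, pH 7.5 · Reagent – T5PNP substrate, 5 mM · Dosing – 12.8 µM single point, 1% DMSO · Incubation – 2 h at 37 °C · Measured by – epi absorbance · Read-out basis – percent inhibition · Benchmarks – high control without enzyme, low control DMSO plus TDP2 · Repeats – singlicate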
Starred values were filed as active, the others as inactive; & = joins results of further samples.

SMILES	ARFGAP1 inh	ASAP1 GAP inh	ADAM10 inh	PLCg1 inh	proKLK7 act	Tn6 DDE FP	Tn7 DDE FP	LEDGF integ inh	ADAM17 inh	TDP2 absorb
CCC(=O)c1ccc(OCC(=O)N2CCN(CC(=O)Nc3ccccc3C(F)(F)F)CC2)cc1	-1	-2	-9	-1	0.0	-5	-4	-1	-3	-3
COc1cc(CN=Cc2c(O)n(C(C)(C)C)c(=O)[nH]c2=O)cc(OC)c1	-8	4	4	2	0.1	-7	0	3	0	9
Cc1cccn2c(NCC3CCCO3)c(C(C)C)nc12 (stereo not given)	-4	-3	-129	-112	0.8	7	0	1	-31	1
CCC(C#N)(CC)P(=S)(c1ccccc1)c1ccccc1	-4	-15	8	1	1.0	16*	6	1	2	-5
Cc1ccc(-n2c(-c3ccc([N+](=O)[O-])cc3)nc3ccccc3c2=O)cc1	1	1	2	1	-0.3	-3	0	1	3	-8
CC(=O)c1cccc(OCC(=O)N2CCN(CC(=O)Nc3cccc(F)c3)CC2)c1	5	-9	-5	-2	0.0	5	2	1	-3	-1
COc1ccc(C(C)=O)cc1CC(C(=O)c1ccc(C)c(C)c1)N(C)C (stereo not given)	-2	-24	-11	-2	-0.4	-9	6	3	-4	2
Cc1ccc(-n2c(=S)[nH]c3ccccc3c2=O)cc1F	13	-7	-17	-51	0.8	6	-4	2	-6	2
C[C@H](O)[C@H]1CC[C@H]2[C@@H]3CCC4=CC(=O)CC[C@]4(C)[C@H]3CC[C@]12C	-9	3	-5	1	-0.2	0	-6	-1	-5	1
CCCCCn1c(=O)c(C(=O)Nc2c(C)n(C)n(-c3ccccc3)c2=O)c(O)c2ccccc21	13	-1	-7	0	0.0	-5	1	-1	-3	2
CCCCn1c(=O)c(C(=O)NCc2ccccc2OC)c(O)c2ccccc21	-2	-7	2	-1	-0.5	2	-5	-1	-1	-4
O=C(c1cc(-c2ccncc2)nc2ccccc12)N1CCC2(CC1)OCCO2	2	0	3	1	0.8	5	11	-4	-5	3
COc1ccc(-n2nnnc2C(CCc2ccccc2)N2CCC(n3c(=O)[nH]c4ccccc43)CC2)cc1 (stereo not given)	5	9	18	3	0.3	-1	5	-2	8	-3
C[C@]12CCC3C(CC[C@H]4C[C@H](O)CC[C@]34C)C1C[C@H](O)[C@@H]2O (stereo not given in full)	-16	12	-1	6	-0.3	-2	-1	5	1	-5
O=[N+]([O-])/C=C/c1c(Cl)cccc1Cl	8	-8	-20	6	0.0	-7	-3	-9	0	0
CC(C)CCP(=O)(O)c1ccccc1	3	1	2	0	-0.6	4	-10	4	4	-13
CC(Cc1ccccc1)NC(=O)Cc1ccc(N(C)C)cc1 (stereo not given)	14	2	1	-1	0.1	-1	-4	2	4	3
CCC12CN3CCN(CC(C3)/C1=N/NC(=O)c1ccncc1)C2	-1	-18	-7	1	-0.1	0	-3	-3	-1	-5
CC1C(OC(=O)CCC(=O)NC(C)(C)CO)O[C@H]2OC3(C)CC[C@H]4[C@H](C)CCC1C24OO3 (stereo not given in full)	-6	7	-2	0	-0.1	5	5	-1	-2	5
O=C1CN=C(c2ccccc2F)c2cc(Cl)ccc2N1	0	8	-10	3	-0.4	-6	4	-5	-2	-13

Exported as a markdown table: entries from further up
| molecule | ARFGAP1 inh | ASAP1 GAP inh | ADAM10 inh | PLCg1 inh | proKLK7 act | Tn6 DDE FP | Tn7 DDE FP | LEDGF integ inh | ADAM17 inh | TDP2 absorb |
| --- | --- | --- | --- | --- | --- | --- | --- | --- | --- | --- |
| CCC12CN3CCN(CC(C3)/C1=N/NC(=O)c1ccncc1)C2 | -1 | -18 | -7 | 1 | -0.1 | 0 | -3 | -3 | -1 | -5 |
| COc1ccc(-n2nnnc2C(CCc2ccccc2)N2CCC(n3c(=O)[nH]c4ccccc43)CC2)cc1 (stereo not given) | 5 | 9 | 18 | 3 | 0.3 | -1 | 5 | -2 | 8 | -3 |

Next structures:
SMILES	ARFGAP1 inh	ASAP1 GAP inh	ADAM10 inh	PLCg1 inh	proKLK7 act	Tn6 DDE FP	Tn7 DDE FP	LEDGF integ inh	ADAM17 inh	TDP2 absorb
O=C(NCC1=C(c2cccc3ccccc23)C[C@@H]2CC[C@H]1N2Cc1ccco1)c1ccc([N+](=O)[O-])cc1	1	-5	-14	3	0.0	7	-3	-2	-1	-3
O=c1[nH]c(CN2CC=C(c3ccccc3)CC2)nc2scc(-c3cccs3)c12	5	8	7	-18	-0.2	3	10	-2	-3	-3
Cc1cc(NC(=O)COC(=O)c2c(C)nn(Cc3ccccc3)c2Cl)no1	-4	-12	7	-2	0.3	4	6	-1	-7	1
CCOc1cccc(=NC2CCCCC2)c2c(C)n(C)c(C)c12	4	-5	-81	-54	-0.4	-1	4	6	-24	0
O=c1[nH]c(O)c(N=Nc2ccc3c(c2)OCCO3)c(=O)[nH]1	-4	-14	-4	-4	0.1	-1	2	3	-2	2
COc1cc(OC)c(OC)cc1CNCCc1cccc(F)c1	14	14	3	5	-0.5	2	-8	1	0	-10
COc1ccc(-n2c(O)c(C(C)=NCc3ccco3)c(=O)[nH]c2=O)cc1	13	-3	3	-2	-0.7	-7	5	-3	0	-3
COc1ccccc1-n1c(O)c(C=NCCN2CCNCC2)c(=O)[nH]c1=O	13	-15	1	0	0.6	-3	-3	-1	-5	8
COc1cccc(C2=NOC(C(=O)N3CCC4(CC3)OCCO4)C2)c1 (stereo not given)	-1	12	5	-1	0.2	9	5	2	-5	1
COc1cccc(C(=O)C2CCCN(Cc3cccc(C)n3)C2)c1 (stereo not given)	5	-9	-1	-3	-0.1	3	-7	7	-1	3
CC(=O)OC1C(O)C2=C3C4(C)C1C(C)(C)C(=O)CC4C3(O)C(OC(C)=O)C1(CC1C)C2=O (stereo not given)	11	0	1	2	-0.2	1	-3	0	-1	-5
O=c1cccc2n1CC1CC2CN(C(c2cccc(F)c2)c2sc3ncnn3c2O)C1 (stereo not given)	4	-4	-12	0	-0.1	-11	2	17*	-1	-3
Cc1cccc(CN2CCN(c3ccc(Cl)cc3)CC2)c1	13	0	-5	0	0.5	-2	1	0	1	-9
O=C(NC1CONC1=O)OCC(Cl)(Cl)Cl (stereo not given)	12	3	-5	3	0.4	-12	5	-1	-7	-3
C[C@]12CCC(=O)CC1CCC1C2CC[C@]2(C)C(OC(=O)CCC(=O)O)CCC12 (stereo not given in full)	13	-7	-3	2	-0.5	3	-4	-4	-2	6
CCc1ccc(N2C(=O)NC(=O)/C(=C/c3cccn3CCOc3ccc(C(C)CC)cc3)C2=O)cc1 (stereo not given)	4	-8	3	0	1.1	5	4	2	1	6
Nc1cncc(C(=O)O)c1	7&10	-3&-2	-14&-20	-2&-4	0.2&-0.3	5&-2	1&5	-3&-3	-12&-7	-3&7
Cc1nc2ccccc2c(=O)n1-c1cccc([N+](=O)[O-])c1	-10	4	-5	-2	-0.4	5	0	-2	-2	13
CN1OC[C@@H]2CN[C@H](c3ccc(Br)cc3)C[C@@H]21	-4	-7	-18	3	0.2	-2	-4	0	4	-4
CC1=NOC2(C)Nc3ncnn3C(c3ccccc3)C12 (stereo not given)	2	-3	2	-1	0.3	-3	-3	-3	1	3
Cc1nn(Cc2ccccc2)c(Cl)c1C(=O)NC1CCCc2ccccc21 (stereo not given)	-6	0	6	3	0.2	3	-2	2	5	-9
CCC(=O)O[C@@H]1[C@@H](OC(C)=O)[C@@]2(O)C(C[C@H](O)C2(C)C)[C@](C)(O)[C@H]2CC[C@@H]3[C@@H](O)[C@]12C[C@@]3(C)O (stereo not given in full)	-2	-9	2	3	-0.1	4	9	0	0	3
CN1CCN(S(=O)(=O)c2cnc(Cl)c(Br)c2)CC1	4	3	2	7	-0.1	14	7	6	0	-14
CC(=O)N1CC(=O)Nc2ccc(Cl)cc2C1c1ccc(F)cc1 (stereo not given)	-4	7	6	3	0.2	-2	2	5	3	-2
CCC(C)n1c(O)c(C=NCc2cccnc2)c(=O)[nH]c1=S (stereo not given)	-2	4	5	2	0.1	5	-6	6	0	2
C[n+]1c(-c2ccccc2)cc(-c2ccc(O)cc2)cc1-c1ccccc1	2	2	-10	-21	1.2	-2	-4	-1	-7	-1
O=c1c2ccccc2nc(N2CCCC2)n1-c1ccccc1	3	-2	-404	-128	4.9	0	4	-4	-109	-3
COc1ccc(CCC(=O)N2C[C@H]3C[C@@H](C2)c2cccc(=O)n2C3)cc1	3	12	-9	0	-0.7	-10	-12	0	-1	7
CC(=O)c1cn(Cc2ccccc2F)c2ccccc12	8	2	1	0	0.2	2	-1	0	4	6
CCOc1cc(C=C2C(=O)NC(=S)NC2=O)ccc1O	8	2	-19	0	-0.1	-5	1	-4	-2	4
CC1=C(C(=O)Nc2ccccc2)SCCO1	3	-2	6	7	0.6	-4	-8	4	5	-8
c1ccc(CCN2CCC(N3CCN(c4ccccc4)CC3)CC2)cc1	3	7	9	-2	0.4	4	1	-2	-2	6
CCC(CO)(C(=O)OC1C[N+]2(C)CCC1CC2)c1ccccc1 (stereo not given)	2	3	-4	2	-0.4	-2	-9	-7	-2	-14
COc1ccc(-n2c(O)c(C=NCCN(C)C)c(=O)[nH]c2=O)cc1	6	-14	1	-1	0.2	-1	3	1	-6	7
Cc1ccccc1CN1CCN(c2ccc(Cl)cc2)CC1	2	-7	-9	2	-0.3	-2	-4	4	-3	5
COC(=O)C1=C(c2ccc(-c3ccccc3)c(F)c2)C[C@@H]2CC[C@H]1N2C(=O)N1CCOCC1	2	2	-4	5	0.4	-9	7	1	3	-4
CCC(=NC(C)c1ccccc1)c1c(O)[nH]c(=O)[nH]c1=O (stereo not given)	-3	6	4	0	-0.4	1	-3	0	3	-1
Cc1[nH]c2ccccc2c1CCNCc1cccnc1	3	5	8	-2	-1.4	2	1	-4	-6	-2
COc1ccc(-n2c(O)c(C(C)=NCCc3c[nH]c4ccccc34)c(=O)[nH]c2=O)cc1	11	-1	1	0	0.2	-1	-7	3	-9	-11
Cc1nc2ccccc2c(=O)n1-c1cccnc1	8	-17	-6	0	-0.6	-2	4	1	-5	2
CCOP(=O)(OCC)OCC	5	-10	-7	-1	-0.2	-5	-2	3	-5	5
COP(=S)(OC)Oc1ccc(Sc2ccc(OP(=S)(OC)OC)cc2)cc1	4	7	5	1	0.4	0	0	4	3	0
CCOC(=O)/C(=N\Nc1ccccc1)N1CC1	15	-1	-9	1	-0.2	-1	-11	1	0	-3
CNCCCc1ccccc1	-5	-12	-2	8	0.4	-4	-2	1	-1	8
CCc1ccc(C2=NN(CCC(=O)N3CCC4(CC3)OCCO4)C(=O)CC2)cc1	-1	1	11	2	-0.1	9	8	6	2	-11

The list is partial; rates above refer to the full screens.
